# S3 lipid droplet: qHTS Assay for Lipid Storage Modulators in Drosophila S3 Cells. lipid storage change, negative = inhibition, % at the top dose, mostly 46.1 µM; hits show Potency in µM. Drosophila S3 cells, BODIPY lipid droplet fluorescence, 18-24 h; cells fed with added oleic acid. actives 0.64% (n = 320,000); active means well fitted inhibition curve with a large enough effect in the signal ratio, with a control signal flat, not every such curve was filed as active; inconclusive means small, poorly fitted or top-dose-only effect, or effect the other way, or a change in a side signal; the % refers to the signal ratio
#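 Laser-scanning cytometry quantifies lipid droplet accumulation (500–530 nm total intensity; droplet/cell object ratio) in oleic acid-fed (400 uM added) Drosophila S3 cells treated with a concentration series. 20 uM Triacsin C defined 100% inhibition.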
# S3 lipid droplet cell count max: recorded beside S3 lipid droplet, whose call it bears; cell number change, %; measured here: cell count max response;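 cells counted by Cell Tracker Red CMTPX staining in the red channel; peak over a dose series mostly up to 46.1 µM; percent activity relative to internal control wells on each plate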
# An asterisk follows results filed as active; i = inactive; ? = inconclusive; · = no result given; [ ] = dose if it differs, or a comment. On the % scale 0 is the no-effect control and ±100 the full control effect; potency means the concentration at half of the fitted maximal effect. A portion of the library; the hit share may differ from the screen's.
SMILES,S3 lipid droplet,S3 lipid droplet cell count max
CC1CCN(S(=O)(=O)c2ccc(C(=O)N(C)C3CCS(=O)(=O)C3)cc2)CC1 (centres undefined),18%,-13
Cc1[nH]c2ccccc2c1/C=N/NC(=O)c1cccc([N+](=O)[O-])c1,?,·
CC(C(=O)OCC(=O)Nc1ncc(Cl)cc1Cl)N1C(=O)c2ccccc2C1=O (centres undefined),10%,15
Cc1ccc(NC(=O)c2ccc(C)c(NC3=NC4CS(=O)(=O)CC4S3)c2)cc1C (centres undefined),?,·
C=CCOc1ccc(/C(O)=C2/C(=O)C(=O)N(CCCn3ccnc3)C2c2cccs2)cc1 (centres undefined),?,·
CCN(CC(=O)Nc1ccc(NC(C)=O)cc1)C(=O)CSCC(=O)Nc1ccc(C)cc1,?,·
O=C(NC(=O)c1ccccc1)Nc1ccccc1,?,·
COc1ccc(C)cc1N(C(=O)Cn1nnc(-c2ccc(C)o2)n1)C(C(=O)NC1CCCC1)c1ccncc1 (centres undefined),i,-1
COc1cc(Cl)ccc1OCc1cc(C(=O)NCC(C)(C)N2CCOCC2)no1,?,·
COc1cc(OC)c(N(C)S(=O)(=O)c2cccc(C(=O)NC(C)C3CC4CCC3C4)c2)cc1Cl (centres undefined),i,-20
COc1ccc(Cl)cc1C(=O)NNC(=O)COC(=O)CC(NC(C)=O)c1ccccc1 (centres undefined),i[0.0737 µM],15
CCCCn1c(N)c(-c2nc3ccccc3o2)c2c([N+](=O)[O-])nn(CC)c(=O)c21,20%,19
CCCSC1=C(C#N)C(c2ccc(OC)cc2)C2=C(CC(C)(C)CC2=O)N1 (centres undefined),5%,-18
C=CCNc1nnc(SCC(=O)N2CCC(C(N)=O)CC2)s1,1%,-1
NS(=O)(=O)c1ccc(N/N=C/c2cn(-c3ccccc3)nc2-c2ccccc2)c([N+](=O)[O-])c1,?,·

# Compound profiles (already shown). Values in the order: S3 lipid droplet | S3 lipid droplet cell count max
# C=CCOc1ccc(/C(O)=C2/C(=O)C(=O)N(CCCn3ccnc3)C2c2cccs2)cc1 (centres undefined) across the screens: ? | ·
# O=C(NC(=O)c1ccccc1)Nc1ccccc1 across the screens: ? | ·
# COc1cc(OC)c(N(C)S(=O)(=O)c2cccc(C(=O)NC(C)C3CC4CCC3C4)c2)cc1Cl (centres undefined) across the screens: i | -20
# CCCCn1c(N)c(-c2nc3ccccc3o2)c2c([N+](=O)[O-])nn(CC)c(=O)c21 across the screens: 20% | 19
# CCCSC1=C(C#N)C(c2ccc(OC)cc2)C2=C(CC(C)(C)CC2=O)N1 (centres undefined) across the screens: 5% | -18

# The listing picks up; the 4 compounds before the break are reprinted first.
SMILES,S3 lipid droplet,S3 lipid droplet cell count max
CCCCn1c(N)c(-c2nc3ccccc3o2)c2c([N+](=O)[O-])nn(CC)c(=O)c21,20%,19
CCCSC1=C(C#N)C(c2ccc(OC)cc2)C2=C(CC(C)(C)CC2=O)N1 (centres undefined),5%,-18
C=CCNc1nnc(SCC(=O)N2CCC(C(N)=O)CC2)s1,1%,-1
NS(=O)(=O)c1ccc(N/N=C/c2cn(-c3ccccc3)nc2-c2ccccc2)c([N+](=O)[O-])c1,?,·
O=C(NCC1CCCO1)C1c2ccccc2C(=O)N1C1CCCCCC1 (centres undefined),?,·
CCc1nc(C)cn1S(=O)(=O)c1cc(Cl)c(OC)cc1Cl,-1%,4
CCN(CC)S(=O)(=O)c1cccc(NC(=O)c2cc3ccccc3o2)c1,?,·
CN(C(=O)CC1C(=O)NCCN1CC(c1ccccc1)c1ccccc1)C(C1CC1)C1CC1 (centres undefined),7%,5
COc1cccc2c1OCC1COc3c(c(=O)n(C)c(=O)n3C)C21 (centres undefined),?,·
CC(=O)Nc1ccc(C(=O)NCC(=O)OCc2ccccc2F)cc1,?,·
Cc1ccc(CN(Cc2ccccn2)C(=O)Nc2ccc(C)c(C)c2)cc1,?,·
CCOC(=O)CSc1nc2ccccc2n2c(C)nnc12,?,·
Cc1nc(SCC(=O)N(C)C2CCCCC2)[nH]c(=O)c1Cc1ccccc1,?,·
COc1ccc(-n2c(C)cc(-c3csc(N)n3)c2C)cc1,10%,8
COc1ccccc1Nc1nc(C)cc(C)n1,?,·
c1ccc(COc2cccc(CNCc3cccs3)c2)cc1,?,·
CCN(CC)c1nc(=S)nc(NC(C)(C)C)[nH]1,-8%,-1
O=C(c1ccc(-n2cccn2)cc1)N1CCc2c([nH]c3ccccc23)C1c1ccccn1 (centres undefined),4%,2
Cc1nn(CC(=O)N2CCOCC2)c(=O)c2ccccc12,?,·
CC1CN(S(=O)(=O)c2cccc(C(=O)Nc3ccc(S(=O)(=O)NC4=NCCCCC4)cc3)c2)CC(C)O1 (centres undefined),?,·
O=[N+]([O-])c1ccc(Cl)cc1Sc1ccccn1,?,·
O=C(Nc1cccc(S(=O)(=O)N2CCCCC2)c1)c1ccco1,?,·
O=C(CC1SCCNC1=O)Nc1ccc(Cl)cc1 (centres undefined),8%,12
CCOc1ccc(C(=O)N(C)C2CCS(=O)(=O)C2)cc1 (centres undefined),?,·
CC1=C(C(=O)OC2CCCCC2)C(c2cccs2)n2c(nc3ccccc32)N1 (centres undefined),?,·
Cc1ccc(C)c(N2CCN(c3ccncc3N)CC2)c1,?,·
CCOc1ccc(NC(=O)CN(C)C(=O)c2ccc(COc3ccccc3)o2)cc1OCC,i,24
Cc1cc(NC(=O)CCC(=O)N(Cc2ccccc2)C(C(=O)NC2CCCC2)c2ccco2)no1 (centres undefined),?,·
Cc1cc(C(=O)NC2CCCN(Cc3ccc(Cl)cc3)C2)no1 (centres undefined),?,·
O=C1CC(c2ccc3c(c2)OCO3)c2cc3c(cc2N1)OCCO3 (centres undefined),?,·
Cc1ccc(/C=C2/Sc3ccc(C(=O)NCCN4CCOCC4)cc3NC2=O)cc1,?,·
CSc1ccc(CNCCCN(C)C)cc1,10%,0
Cc1ccccc1SCC(=O)OCC(=O)N(C)c1c(N)n(Cc2ccccc2)c(=O)[nH]c1=O,?,·
CCOC(=O)c1cc2c(=O)n3ccccc3nc2n(CCCOC)c1=NC(C)=O,?,·
O=C(Nc1ccccc1C(=O)O)c1ccccc1,?,·
CCOC(=O)C1=C(N)n2c(s/c(=C\c3ccncc3)c2=O)=C(C(=O)OCC)C1c1ccncc1 (centres undefined),?,·
Cn1c(=O)c2c(SCc3cccnc3)nc(C3CC3)nc2n(C)c1=O,?,·
O=C(NC1CCN(C(=O)Nc2cccc(Cl)c2)CC1)c1ccccc1,?,·
CCC(C(=O)O/N=C(\N)c1ccccc1)c1ccccc1 (centres undefined),i,·
CCOc1ccccc1C(=O)N[C@H](C(=O)Nc1ccc(OC)c(S(=O)(=O)N2CCOCC2)c1)C(C)C,?,·
Cc1cc(C(=O)Nc2c(F)c(F)c(F)c(F)c2F)n(-c2ccccc2)n1,?,·
CC(C)(C)NC(=O)CN(C(=O)CS(=O)CC(=O)Nc1ccc(F)cc1)c1ccc2c(c1)OCCO2 (centres undefined),?,·
Cc1ccc(O)c(CNc2cccc(C)n2)c1,?,·
O=C(CSc1n[nH]c(=O)n1Cc1ccccc1)Nc1ccc(N2CCOCC2)cc1,?,·
CC(=O)N1c2ccc(S(=O)(=O)NCC3CCC(C(=O)Nc4ccc(C)cn4)CC3)cc2CC1C (centres undefined),i,17
CCCOc1ccc(N2CC(C(=O)Nc3ccc(N4CCOCC4)cc3)CC2=O)cc1 (centres undefined),-1%,-14
Cc1ccc(NC(=O)CCC(=O)c2cccs2)c(Br)c1,-19%,-12
COc1cc(N=CC2=C(O)c3ccccc3C2=O)cc(OC)c1,0%,-3
Cc1cccc(-c2nc(C#N)c(NCc3ccco3)o2)c1,2%,-19
CCOC(=O)N1CCN(C(=O)CCCCCn2c(=S)[nH]c3cc4c(cc3c2=O)OCO4)CC1,4%,10
CN(CC(=O)Nc1ccccc1Br)CC(=O)NC(c1ccccc1)c1ccccc1,?,·
CCOC(=O)C1=NOC2COC3(CCN(c4ncccn4)CC3)OCC12 (centres undefined),?,·
O=C(COC(=O)/C=C/c1ccc2c(c1)OCO2)NC1CCS(=O)(=O)C1 (centres undefined),0%,1
CC(CCc1ccccc1)NCc1ccc(Cl)cc1Cl (centres undefined),i,-15
Cc1cccc(NCc2nc(-c3ccccc3)no2)c1,3%,10
O=C(CN1CCc2ccccc2C1)Nc1cc(S(=O)(=O)N2CCOCC2)ccc1N1CCCC1,?,·
COc1ccccc1N1CCN(C(=O)c2ccccc2SCC(=O)N2CCCC2)CC1,i,-17
COc1cc(/C=C/C(=O)OCC(=O)N2CC3(C)CC2CC(C)(C)C3)ccc1O (centres undefined),0.65µM*,18*
COc1ccc(Cl)cc1NC(=O)CN(C)C(=O)Cn1[nH]c(=O)c2ccccc2c1=O,?,·
CSc1nc(/C=C2\C=Nc3ccccc32)c(O)n1C,14%,2
CC(C)CNS(=O)(=O)c1ccc(CCC(=O)NCC2CCCO2)cc1 (centres undefined),-12%,4
CCOc1ccc(C(=O)NNC(=O)CCNC(=O)c2ccco2)cc1OC,?,·
CCSc1nnc(NC(=O)C2CC(=O)N(Cc3ccccc3)C2)s1 (centres undefined),?,·
CCOC(=O)N1CCN(Cc2nnc(-c3cccc(Br)c3)o2)CC1,?,·

# Additional records:
SMILES,S3 lipid droplet,S3 lipid droplet cell count max
Cc1occc1C(=O)N/N=C/c1cccnc1,14%,28
CCOc1cc(-c2cn(S(=O)(=O)c3cccc4nsnc34)nc2N)cc(OCC)c1OCC,?,·
CCOC(=O)C1=C(CNC2CCCCC2)NC(=O)NC1c1cc(C)ccc1C (centres undefined),i,-13
CN(CC(=O)Nc1c(Cl)cccc1Cl)C(=O)CNC(=O)c1ccc2ccccc2c1,?,·
O=C1Nc2ccccc2C12OCC(COc1ccc(Cl)cc1)O2 (centres undefined),?,·
CCn1nnc(NC(=O)c2ccco2)n1,?,·
O=C(O)/C=C/C(=O)Nc1ccc(-n2nccc2C(F)(F)F)cc1,?,·
O=C(NCc1cccnc1)C1CCN(S(=O)(=O)c2cc(Cl)ccc2Cl)CC1,-8%,6
COc1ccc(S(=O)(=O)N2CCOC23CCN(S(C)(=O)=O)CC3)cc1,?,·
O=C(COC(=O)C1CC(O)CN1C(=O)Oc1ccccc1)c1ccc(Br)cc1 (centres undefined),-14%,-30
COc1cccc(C(=O)NC(Cc2ccccc2)c2ccc3c(c2)OCCCO3)c1 (centres undefined),i,·
Cc1nnc(-c2ccc(Cl)cc2)nc1NCCN(C)C,-12%,25
COc1ccc(NC(=O)C(=O)N/N=C(\C)CC(=O)Nc2ccccn2)c(OC)c1,-1%,20
O=C(CCCCCN1C(=O)c2cccc3cccc(c23)C1=O)NCc1cccnc1,?,·
Cc1cc(NC(=O)c2ccc(COc3ccc(Cl)c(C)c3)o2)no1,i,·
COc1cc2nc(Cl)nc(N3CCOCC3)c2cc1OC,-18%,7
CCCCS(=O)CC(COCc1ccccc1)OC(=O)CSc1nc(C)cc(C)n1 (centres undefined),15%,-1
O=C(CNc1ccccc1F)Nc1cccc(S(=O)(=O)N2CCCCC2)c1,?,·
CCN(CC)C(=O)C1CCCN(Cc2ccc(OC)c(C)c2)C1 (centres undefined),?,·
COc1ccc(CCNC(=O)c2ccco2)cc1,i,·
O=C(CCCn1c(=S)[nH]c2ccccc2c1=O)NCCSCc1ccccc1,-2%,-1
S=c1[nH]c2cc(Cl)c3cccnc3c2o1,?,·
Cc1ccc(C)c(N(C(=O)Cn2nnc3ccccc32)C(C(=O)NCc2ccco2)c2ccncc2)c1 (centres undefined),?,·
CCOc1ccc(NC(=S)N2CCN(S(=O)(=O)c3ccccc3)CC2)cc1,?,·
CC(=O)Nc1ccc(S(=O)(=O)NNC(=O)c2ccc(S(=O)(=O)N3CCCCC3)cc2)cc1,?,·
O=C(c1cccc(S(=O)(=O)N2CCCCC2)c1)N1CCN(S(=O)(=O)c2ccc(F)cc2)CC1,?,·
CC(Oc1cccc(Cl)c1)C(=O)Nc1ccc(S(=O)(=O)Nc2ncccn2)cc1 (centres undefined),-3%[0.0737 µM],10
CCc1n[nH]c(=O)c2cc3cc(OC)ccc3n12,?,·
O=C(NCCC1=CCCCC1)c1c(O)nc2sccn2c1=O,i[0.0737 µM],·
COC(=O)c1cc(OC)c(OC)cc1NCC(=O)Nc1ccc(C)cc1,5%,-6
COc1ccccc1N1CCN(C/C(C)=C/c2ccccc2)CC1,?,·
CNC(=O)NC(=O)CSc1ccc(S(=O)(=O)N(C)C2CCCCC2)cn1,?,·
CCCCn1c(N)c(N(CCOC)C(=O)CC(NC(=O)c2ccccc2)c2ccccc2)c(=O)[nH]c1=O (centres undefined),0%,1
CN(C)CCCn1c(=O)n(Cc2ccccc2)c(=O)c2c3c(sc21)CCCCC3,9%,-1
CCOC(=O)c1c(NC(=O)CSc2nnc3ccccn23)sc2c1CCC2,?,·
COc1ccccc1NC(=O)N1CCCC(C(=O)Nc2cccc(C)c2C)C1 (centres undefined),?,·
C=CCNC(=O)CN1c2cccc3cccc(c23)S1(=O)=O,?,·
O=C(CCNC(=O)c1ccco1)Nc1ccc(Cl)cc1F,?,·

# Retrieved one by one from above, 6 records:
SMILES,S3 lipid droplet,S3 lipid droplet cell count max
COc1ccccc1N1CCN(C/C(C)=C/c2ccccc2)CC1,?,·
CN(C)CCCn1c(=O)n(Cc2ccccc2)c(=O)c2c3c(sc21)CCCCC3,9%,-1
COc1ccccc1NC(=O)N1CCCC(C(=O)Nc2cccc(C)c2C)C1 (centres undefined),?,·
CNC(=O)NC(=O)CSc1ccc(S(=O)(=O)N(C)C2CCCCC2)cn1,?,·
C=CCNC(=O)CN1c2cccc3cccc(c23)S1(=O)=O,?,·
CCOC(=O)c1c(NC(=O)CSc2nnc3ccccn23)sc2c1CCC2,?,·

# High-throughput results as filed in PubChem BioAssay.
